yeast mec2-1: NCI yeast anticancer drug screen, S. cerevisiae mec2-1 strain | % growth inhibition at 50 µM | 79,000 compounds, 9% hits;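 further: 0% = growth of vehicle-only cultures of the same strain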
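Compounds were applied to mec2-1 yeast cells. Their growth was then compared with that of vehicle-treated cultures to give growth inhibition.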
rad50: NCI yeast anticancer drug screen, S. cerevisiae rad50 strain | % growth inhibition at 50 µM | 79,000 compounds, 10% hits;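 further: 0% = growth of vehicle-only cultures of the same strain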
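Inhibition values express reduced yeast growth in compound-treated cultures relative to vehicle-treated controls.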
yeast bub3: NCI yeast anticancer drug screen, S. cerevisiae bub3 mutant strain. growth inhibition, % at 50 µM. 78,000 compounds, 9.9% hits;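 further: 0% = growth of vehicle-only cultures of the same strain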
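Compounds were applied to a genetically altered yeast strain carrying a cell-cycle control defect. Growth inhibition was scored against vehicle-treated controls.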
mlh1 rad18: NCI yeast anticancer drug screen, S. cerevisiae mlh1 rad18 strain. 79,000 compounds, 11% hits. growth inhibition, % at 50 µM. AID 175, 2004;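 further: 0% = growth of vehicle-only cultures of the same strain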
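Inhibition values reflect reduced growth of mutant yeast versus vehicle-treated controls following compound exposure; the mutations affect DNA damage repair.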
yeast cln2 rad14: NCI yeast anticancer drug screen, S. cerevisiae cln2 rad14 strain; % growth inhibition at 50 µM; 78,000 compounds, 8.3% hits; AID 165, 2004;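 further: 0% = growth of vehicle-only cultures of the same strain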
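Yeast carrying cln2 and rad14 alterations (cell cycle control and DNA damage repair) were exposed to compounds. Growth inhibition was measured against vehicle-treated controls.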
sgs1 mgt1: NCI yeast anticancer drug screen, S. cerevisiae sgs1 mgt1 strain | growth inhibition, % at 50 µM | AID 161, 2004 | 78,000 compounds, 10% hits;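 further: 0% = growth of vehicle-only cultures of the same strain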
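Percent growth inhibition was derived by comparing compound-exposed mutant yeast with vehicle-exposed cultures. The strain carries alterations in DNA damage repair.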
Starred values were filed as active, the others as inactive; / = no result given; & = joins results of further samples. No stated cut-off is given here; in the data, active means growth inhibition above about 70%; inactive means the rest.

SMILES	yeast mec2-1	rad50	yeast bub3	mlh1 rad18	yeast cln2 rad14	sgs1 mgt1
Cc1cc(Nc2ccc(S(=O)(=O)O)c3cc(S(=O)(=O)O)cc(S(=O)(=O)O)c23)c2ccccc2n1	4	-14	6	9	-11	3
COc1cc(O)c2c(c1)OC(c1ccc(O)cc1)CC2=O (centres undefined)	-9	6	-6	1	-11	14
CCOC(=O)CN1C(=O)CSC1=S	-4	42	61	31	22	24
O=S(=O)(c1ccc(NC(=S)NC(Cc2ccccc2)c2ccccc2)cc1)N1CCCCC1 (centres undefined)	34	18	-4	43	30	41
O=C(O)C1CCC(=O)N1S(=O)(=O)c1ccccc1 (centres undefined)	0	0	-5	-13	22	-11
Oc1ccc(Br)cc1C=Nc1ccc2c(c1)OCO2	14	17	3	20	7	22
CCCCCNc1ccc(NCCCCC)c2c1C(=O)c1ccccc1C2=O	-26	5	-3	-10	18	11
CCC(CC)(COS(=O)(=O)c1ccc(C)cc1)COS(=O)(=O)c1ccc(C)cc1	-32	2	-14	-12	9	-9
CCCCCCCCCCCCCC(=O)OCC1OC(n2cc(F)c(=O)[nH]c2=O)C(N)C(OC(=O)CCCCCCCCCCCCC)C1O (centres undefined)	7	27	12	24	35	22
O=C(CN1CCCCC1)Nc1nc(-c2ccc(Cl)cc2)cs1	3	18	17	7	30	40
CCN(CC)c1ccc(NC(C)=O)cc1	-3	-4	-1	-5	-22	-5
c1ccc(COC2COC(c3ccccc3)OC2)cc1 (centres undefined)	-35	6	7	3	17	1
O=[N+]([O-])c1ccc(-c2csc3nc(-c4ccccc4)nn23)cc1	-31	0	-28	-23	10	-30
CN1CCN(CCSC2Cc3cc(Cl)ccc3Sc3ccccc32)CC1 (centres undefined)	92*	93*	94*	92*	92*	92*
O=[N+]([O-])c1cccc(NSNc2cccc([N+](=O)[O-])c2)c1	24	18	6	11	23	26
Oc1c(Br)ccc2cccnc12	91*	87*	89*	82*	89*	84*
N#Cc1cccc(N2C(=O)c3c(c(-c4ccccc4)c(-c4ccc(Sc5ccc(-c6c(-c7ccccc7)c7c(c(-c8ccccc8)c6-c6ccccc6)C(=O)N(c6cccc(C#N)c6)C7=O)cc5)cc4)c(-c4ccccc4)c3-c3ccccc3)C2=O)c1	-44	-49	-69	-61	-15	-41
COc1ccc([N+](=O)[O-])cc1N	-21	25	9	-14	23	19
COc1ccc(NC(=O)Oc2ccc3c(C)cc(=O)oc3c2)c(OC)c1 (tested in a mixture with another compound)	-6	-4	2	12	-20	-23
CN(C)CC(=O)O	4	0	1	-2	-9	-11

A stretch from the list above:
SMILES	yeast mec2-1	rad50	yeast bub3	mlh1 rad18	yeast cln2 rad14	sgs1 mgt1
Cc1cc(Nc2ccc(S(=O)(=O)O)c3cc(S(=O)(=O)O)cc(S(=O)(=O)O)c23)c2ccccc2n1	4	-14	6	9	-11	3
COc1cc(O)c2c(c1)OC(c1ccc(O)cc1)CC2=O (centres undefined)	-9	6	-6	1	-11	14
CCOC(=O)CN1C(=O)CSC1=S	-4	42	61	31	22	24

Some entries already given, reduced to rad50 and sgs1 mgt1:
| SMILES | rad50 | sgs1 mgt1 |
| --- | --- | --- |
| CCN(CC)c1ccc(NC(C)=O)cc1 | -4 | -5 |
| c1ccc(COC2COC(c3ccccc3)OC2)cc1 (centres undefined) | 6 | 1 |
| O=[N+]([O-])c1ccc(-c2csc3nc(-c4ccccc4)nn23)cc1 | 0 | -30 |
| CN1CCN(CCSC2Cc3cc(Cl)ccc3Sc3ccccc32)CC1 (centres undefined) | 93* | 92* |
| O=[N+]([O-])c1cccc(NSNc2cccc([N+](=O)[O-])c2)c1 | 18 | 26 |
| Oc1c(Br)ccc2cccnc12 | 87* | 84* |

(further entries)
SMILES	yeast mec2-1	rad50	yeast bub3	mlh1 rad18	yeast cln2 rad14	sgs1 mgt1
CCCCOc1cccc(/C=N/N=C(/N)NO)c1	20	17	10	41	20	1
Oc1cccc2c(Cl)ccnc12	93*	92*	93*	91*	92*	94*
Cn1c(=O)c2[nH]c(/N=N/N3CCN(CCO)CC3)nc2n(C)c1=O	-15	20	-46	9	-34	7
Cc1nc(OCc2ccccc2)c2ncn(CCO)c2n1	1	10	8	-3	10	-31
CCOc1ccc2c(c1)S(=O)(=O)OC2=O	1	-11	5	2	26	7
CC(C)(CO)N=Cc1ccc(Cl)c(Cl)c1	-13	2	-12	-25	-3	-16
O=C(CBr)c1ccc(OC(=O)c2ccccc2)cc1	13	45	46	74*	-13	18
O=C(Nc1ccc(Cl)c(Cl)c1)N(CCO)Cc1ccccc1	97*	89*	96*	94*	90*	97*
NC(=S)Cc1ccncc1	6	13	6	3	1	3
CCN(c1ccccc1)S(=O)(=O)c1ccc(Oc2ccccc2)c(N)c1	-19	27	37	-11	12	17

Entries of single compounds as entered above:
NC(=S)Cc1ccncc1 is listed with yeast mec2-1: 6; rad50: 13; yeast bub3: 6; mlh1 rad18: 3; yeast cln2 rad14: 1; sgs1 mgt1: 3
CC(C)(CO)N=Cc1ccc(Cl)c(Cl)c1 is listed with yeast mec2-1: -13; rad50: 2; yeast bub3: -12; mlh1 rad18: -25; yeast cln2 rad14: -3; sgs1 mgt1: -16
O=C(CBr)c1ccc(OC(=O)c2ccccc2)cc1 is listed with yeast mec2-1: 13; rad50: 45; yeast bub3: 46; mlh1 rad18: 74*; yeast cln2 rad14: -13; sgs1 mgt1: 18

Additional entries
SMILES	yeast mec2-1	rad50	yeast bub3	mlh1 rad18	yeast cln2 rad14	sgs1 mgt1
O=C(Nn1c(-c2ccccc2)nc2ccccc2c1=O)c1ccc(O)cc1	-40	-14	17	-10	-17	-22
Cc1cc(N(CCCOS(C)(=O)=O)CCCOS(C)(=O)=O)ccc1C=Nc1cc(Br)c(O)c(Br)c1	21	41	35	68	5	86*
CC1=C(C(=O)NNS(=O)(=O)c2ccc(C)cc2)CC(C(=O)NNS(=O)(=O)c2ccc(C)cc2)=C(C)N1	1	-2	-1	-10	22	-2
Cc1nnc2n(c1=O)CCN2C	0	-2	8	26	-4	12
CCOC(=O)c1sc(=S)[nH]c1C	-10	32	41	34	9	43
CCOc1c[nH]c(=O)[nH]c1=O	-2	-2	-18	-1	-36	-3
COc1ccc2nc3c(=O)[nH]c(=O)nc-3n(CC(O)C(O)C(O)CO)c2c1 (centres undefined)	7	25	11	34	25	16
CCCCCCCCN(CCCCCCCC)CC(O)c1ccc2cc(Br)c3ccccc3c2c1 (centres undefined)	26	26	24	49	47	46
CC1=C2[C@H]3OC(=O)[C@@H](C)[C@@H]3CC[C@@]2(C)C=C/C1=N\O	-24	4	0	-7	2	19
COC(=O)C1(O)CCC(C)CC1 (centres undefined)	-9	14	2	15	-26	-9
CN(C)c1ccc(/C=C(\NC(=O)c2ccccc2)C(=O)NC(CC(=O)O)C(=O)O)cc1 (centres undefined)	1	10	0	-1	7	18
CS(=O)(=O)c1cc(=O)c2ccccc2s1	97*	97*	32	98*	85*	97*
COc1ccc(NC(=O)CCC(NS(=O)(=O)c2ccc(C)cc2)C(=O)O)cc1 (centres undefined)	9	19	52	19	10	8
CCOC(=O)c1[nH]c(CC(=O)O)c(C(=O)OCC)c1C	3	-7	4	5	-45	9
C/C(=N\NS(=O)(=O)c1ccccc1)C(C)C	16	-5	-27	-7	-7	7
O=C1c2ccccc2C(=O)N1c1ccc(Cl)cc1	10	4	23	7	1	13
O=C1OC(=O)C2C3C=CC(C4C=C(C5CC5)C43)C12 (centres undefined)	-4	10	-6	5	-23	-4
CSc1ncnc2c1C[P+](Cc1ccccc1)(c1ccccc1)CC2 (centres undefined)	5	10	-5	35	2	0
NC(=S)C(=S)N=Cc1c(O)c2ccccc2oc1=O	30	39	23	40	19	63
CC(C)(C)[Si](C)(C)OC1CCOC1(O)c1ccccn1 (centres undefined)	1	6	36	-8	37	30
CSC(C1c2ccccc2N(c2ccc(C)cc2)C2=NC(=O)N(C)C(=O)C21Cl)S(=O)(=O)c1ccc(C)cc1 (centres undefined)	44	64	68	55	69	66
CCCCNC=O	26	38	24	22	9	25
Cc1cccc(C)c1NC(=O)/C=C\C(=O)O	-2&33	6&33	9	19&23	-20	-11
Cc1cc(O)c(O)c(C(C)(C)CC(C)(C)C)c1	92*	91*	/	91*	/	/
CC(=O)C(C)CC(=O)O (centres undefined)	-23	0	-11	2	-3	8
CN(C)C(=S)/N=c1\ssc(=Nc2ccccc2)n1C	7	12	25	33	-40	23
OCC(O)C1OC(c2ccccc2)OC(C(O)CO)C1O (centres undefined)	7	-2	-1	10	-38	13
CS(=O)(=O)C(C#N)c1nc2ccccc2nc1Cl (centres undefined)	-18	-21	-42	-31	-10	-53
CCOC(=O)C1C(C)C2(C#N)C(=N)OC1(C)C2(C#N)C#N (centres undefined)	19	22	-22	-13	2	-7
CCOc1ccc(-n2c(=O)c3nn4c(=O)n(-c5ccc(OCC)cc5)c(=O)c4nn3c2=O)cc1	-20	-4	-29	-6	-15	-17
O=C(NNC(=O)c1cccc2ccccc12)c1ccccc1F	-13	-17	-12	-16	1	-14
CN(C)N=Nc1ccccc1C(=O)NC#N	91*	90*	90*	89*	90*	92*
COc1ccc(-c2cn3c(nc4ccccc43)c(C)n2)cc1	-3	-5	21	-11	-18	17
CCNC(=O)c1ccccc1N=NN(C)C	25	-1	5	22	6	-1
CS(=O)(=O)OCC1C2CCC(CC2)C1COS(C)(=O)=O (centres undefined)	17	4	-13	-12	-16	10
CCOC(=O)C(N)C(O)c1ccncc1 (centres undefined)	-2	-8	2	2	-20	-4
c1c[nH]c2c3ccncc3c3ncnc3c2c1	3	-2	3	0	27	-2
Cn1c(=O)n(CCn2c(=O)n(C)c3ccccc32)c2ccccc21	14	-2	4	-4	4	-3
COc1cc2c(c(OC)c1OC)-c1ccc(=O)c(OC)cc1C([N+](C)(C)C)CC2 (centres undefined)	9	7	-4	16	-19	-11
CSc1nnc(SC)s1	-23	-3	1	-9	23	-19
CCNP1(NCC)=NP(NCC)(NCC)=NP(NCC)(NCC)=NP(NCC)(NCC)=N1	22	-4	1	-2	14	1
NC1CCC(P(=O)(O)O)CC1 (centres undefined)	3	0	-6	-5	-10	-5
NCCCCC(C(=O)NCC(=O)O)N(C(=O)OCc1ccccc1)C(=O)OCc1ccccc1 (centres undefined)	-5	-2	-2	-2	-33	-1
NCC(N)=O	-14	-2	-36	4	-35	-29
Cc1ccc(S(C)(=O)=O)cc1	-13	6	-4	8	-8	0
O=c1c2ccccc2sc2ccccc12	4&-56	9&-40	18&-4	3&-21	-12&-1	0&1
O=C(/C=C\c1ccccc1)/C=C/c1ccccc1	13	40	28	71*	-14	28
Cc1sc2nc3n(c(=O)c2c1C)N=C(c1ccc([N+](=O)[O-])cc1)CS3	-15	9	7	-8	24	-10
CS(=O)(=O)CS(=O)(=O)c1ccc(Cl)cc1	4	-2	20	28	8	24
CC(C)=CC(=O)CC1(C)CCC(c2ccoc2)O1 (centres undefined)	-33	-19	6	-16	14	-12
CCOC(=O)NC(N)=O	-1	11	0	7	-8	14
CC(Cl)S(=O)(=O)c1ccccc1 (centres undefined)	-4	7	8	-14	-43	-18
COc1cc([N+](=O)[O-])c(N)cc1F	4	-4	2	8	18	8

The order is random, and some 14% of all compounds hit somewhere here.
